Screening data (PubChem BioAssay)
Dengue-2 NS5 capping = Dengue-2 NS5 methyltransferase inhibitors, primary screen, biochemical, confirmation dose response (AID 588689). 340,000 compounds, 0.3% hits. Dengue-2 NS5 methyltransferase capping enzyme assay, biochemical; higher % means a stronger effect. inhibition, % at 25 µM, or IC50 in µM where a hit was titrated; in the data active = a potency from the dose series
HIV fusion peptide = cell-free HIV fusion peptide-binding blockers – biochemical, uHTS, fluorescence dequenching, primary screen (AID 1986); cell-free peptide binding, fluorescence dequenching, 30 min; higher % means a stronger effect; inhibition, % at 20 µM, or IC50 in µM where a hit was titrated; 290,000 compounds, 0.3% hits; in the data active = inhibition mostly above about 52%, no sharp cut-off; inactive = mostly below about 76%; note: some results filed as inactive read as strong as hits
GPR35 arrestin U2OS = inhibition of zaprinast-stimulated GPR35 beta-arrestin translocation – imaging, U2OS, beta-arrestin-GFP, zaprinast agonist, primary screen (AID 2058). 290,000 compounds, 0.052% hits. U2OS GPR35 beta-arrestin-GFP translocation imaging, zaprinast antagonism; higher % means a stronger effect. inhibition, % at 10 µM, or IC50 in µM where a hit was titrated;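 active = inhibition of at least 50% with at least 30 cells and total cytoplasm GFP at most 10,000,000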
GPR55 LPI antagonism = inhibition of LPI-stimulated GPR55 beta-arrestin translocation – imaging, U2OS, beta-arrestin-GFP, LPI agonist, primary screen (AID 2013); U2OS GPR55 beta-arrestin-GFP translocation imaging, LPI antagonism; higher % means a stronger effect; inhibition, % at 10 µM, or IC50 in µM where a hit was titrated; 290,000 compounds, 0.13% hits;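 active = spots per cell inhibited over 60%, with over 100 cells counted and total cytoplasm intensity under 500,000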;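 note: U2OS cells stably carrying GPR55 and arrestin-GFP stimulated by 5 µM LPI near EC80; imaged beta-arrestin-GFP aggregate spots per cell after agonist stimulation; plate controls were LPI-stimulated DMSO wells for no effect and DMSO wells without LPI for full effect; some results filed as inactive read as strong as hits; confirmed hits need IC50 under 10 µM and bright autofluorescent wells are also inconclusive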
SIAH1 antagonists = Siah-1 peptide-binding antagonists, primary screen, biochemical, fluorescence polarization, rhodamine-plectin, uHTS (AID 1817). one-dose displacement, % at 20 µM; IC50 in µM for titrated hits. 290,000 compounds, 0.02% hits. Siah-1 / rhodamine-plectin peptide fluorescence polarization; higher % means a stronger effect;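 active = displacement of at least 50% at 20 µM, with a fluorescence ratio check between 0.3 and a set limit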;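 note: plate controls were Siah plus tracer with DMSO for no effect and tracer alone without Siah for full effect; strong numbers were not always called active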
AID2073 = disruptors of CaV2.2 binding to Mint1 – biochemical, HTRF (AID 2073) | HTRF protein-protein interaction, Mint1-CaV2.2; higher % means a stronger effect | one-dose inhibition, % at 20 µM; IC50 in µM for titrated hits | 290,000 compounds, 0.19% hits; in the data active = inhibition mostly above about 51%, no sharp cut-off; note: some results filed as inactive read as strong as hits
GPR55 beta-arrestin = selective activators of receptor GPR55 – imaging, U2OS cells, beta-arrestin-GFP redistribution, primary screen (AID 1961). U2OS GPR55 beta-arrestin-GFP redistribution imaging; higher % means a stronger effect. activation, % at 10 µM, or EC50 in µM where a hit was titrated. 290,000 compounds, 0.048% hits;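 active = activation above 40% with more than 50 cells counted in the well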;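 note: U2OS osteosarcoma cells stably expressing GPR55 and beta-arrestin-GFP; plate controls were DMSO negative control for no effect and LPI positive control for full effect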
K1F lysis inhibition = protection from phage-mediated lysis, alamar blue read-out – E. coli UTI89, K1F phage, bacterial capsule biogenesis inhibitors (AID 488966). 340,000 compounds, 0.02% hits. E. coli UTI89 K1F phage lysis, alamar blue, 2 h; higher % means a stronger effect. one-dose inhibition, % at 100 µM; IC50 in µM for titrated hits;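 active = phage lysis inhibition, versus mean bacterial control, above a set limit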;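 note: capsule biogenesis inhibitors block K1F phage lysis so surviving cells raise fluorescence; higher fluorescence means more inhibition of phage lysis; actives were called in the ten point dose series up to 300 µM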
NTR1 agonist = agonists of NTR1, primary screen, imaging, U2OS cells, beta-arrestin-GFP, high content (AID 493036); P30989; NTR1-U2OS beta-arrestin-GFP spot imaging, agonist mode; activation, % at 20 µM; 330,000 compounds, 0.17% hits;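 active = activation at or above 40% of the spot to cytoplasm intensity ratio, with at least 20 cells analyzed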;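 note: 0% = DMSO without peptide and 100% = 100 nM NTR1 peptide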
Target sequence (P30989 whole entry, looked up): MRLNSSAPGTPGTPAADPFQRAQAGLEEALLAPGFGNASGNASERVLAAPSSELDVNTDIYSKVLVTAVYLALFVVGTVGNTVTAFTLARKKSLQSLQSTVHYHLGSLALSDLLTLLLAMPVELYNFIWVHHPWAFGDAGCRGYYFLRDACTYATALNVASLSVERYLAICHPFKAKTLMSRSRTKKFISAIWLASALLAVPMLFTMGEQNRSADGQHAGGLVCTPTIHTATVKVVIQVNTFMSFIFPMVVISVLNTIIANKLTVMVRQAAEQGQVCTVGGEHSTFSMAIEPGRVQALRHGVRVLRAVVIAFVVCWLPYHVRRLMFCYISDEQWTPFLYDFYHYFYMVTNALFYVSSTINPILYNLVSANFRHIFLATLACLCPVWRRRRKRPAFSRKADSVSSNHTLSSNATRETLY
NTR1 agonist cell count 20 µM = also measured in NTR1 agonist; calls as there; cell count; measured here: cell count, cytotoxicity flag
Starred values were filed as active, the others as inactive; . = no result given; [ ] = another dose, or the depositor's remark. This is a random part of the collection (roughly 1.2% active in at least one column).

SMILES | Dengue-2 NS5 capping | HIV fusion peptide | GPR35 arrestin U2OS | GPR55 LPI antagonism | SIAH1 antagonists | AID2073 | GPR55 beta-arrestin | K1F lysis inhibition | NTR1 agonist | NTR1 agonist cell count 20 µM
COc1ccc(NC(=O)C2CCCN2C(=O)OC(C)(C)C)cc1 (stereo unspecified) | -7% | -0.3% | 1% | 6% | 0% | 0% | -0.2% | 1.3% | 1.5 | 35
O=C(NCc1cccnc1)c1nc(-c2ccc(C(F)(F)F)cc2)no1 | 1% | -0.9% | -4% | -20% | 2% | -4% | -0.8% | -0.1% | -1.2 | 69
Cc1cccc(OCCC(=O)Nc2cc(S(=O)(=O)N3CCCCC3)ccc2N2CCOCC2)c1 | . | -3.1% | 21% | -5% | 3% | -8% | 0.0% | 0.1% | 0.4 | 55
Cc1ccc(-n2c(C)cc(C(=O)COc3cccnc3[N+](=O)[O-])c2C)cc1 | -1% | 9.9% | 4% | -2% | -3% | 2% | -0.3% | 0.1%[50 µM] | 1.8 | 52
Cc1cc(NS(=O)(=O)c2ccc(NC(=O)COc3ccc(Cl)cc3)cc2)no1 | 10% | 7.5% | 32% | 8% | 10% | 12% | 0.3% | 0.6% | -0.2 | 27
CCN1CCCC1CNC(=O)c1ccc(Sc2ccc(F)cc2)c([N+](=O)[O-])c1 (stereo unspecified) | -1% | -2.1% | 4% | 0% | 1% | -2% | 0.1% | 0.3% | -0.8 | 55
O=C(Cc1ccccc1)NNC1CC(=O)N(c2ccc(Oc3ccccc3)cc2)C1=O (stereo unspecified) | -2% | 1.3% | -10% | -4% | 13% | -2% | 0.5% | 7.3% | 0.4 | 53
COc1cc(C2NC(=S)NC(C)=C2C(=O)OC(C)C)ccc1OC(C)C (stereo unspecified) | 1% | -2.3% | -11% | 9% | -2% | -13% | -0.2% | 0.1% | 1.6 | 61
CCc1ccccc1Nc1nn2c(=O)c3ccc(C(=O)NCc4ccccn4)cc3nc2s1 | 9% | -1.1% | 0% | 4% | 0% | 16% | -0.2% | -0.3% | -1.4 | 44
Cc1cc(C)c2c(=O)cc(C(F)F)oc2c1 | -5% | 1.4% | 3% | -10% | -4% | 9% | 0.2% | 0.1% | 2.4 | 46
Cc1cc(C(=O)O)c(CSCc2cc(C(=O)O)oc2C)o1 | 3% | 1.0% | 3% | -2% | -1% | 36% | 0.0% | 4.5% | 0.7 | 50
c1csc(CNc2nc(-c3cccs3)nc3ccccc23)c1 | -2% | 1.3% | -3% | 36% | -2% | 18% | 0.2% | 0.0% | 18 | 54
COc1cc2c(cc1OC)CN(c1nc(CN3CCCCC3)nc3sc4c(c13)CCCC4)CC2 | -6% | 1.7% | 2% | 12% | -8% | 46% | 0.2% | 3.3% | 12 | 57
COc1cc([N+](=O)[O-])ccc1Nc1nc(C)cc(C)n1 | -1% | 2.3% | 16% | 14% | 8% | 6% | 0.6% | -0.3% | -1.2 | 58
CCOC(=O)COc1ccc(S(=O)(=O)N2CCN(c3ccc(F)cc3)CC2)cc1 | 3% | -2.5% | -8% | -4% | 4% | 0% | -0.1% | 7.5% | 2.7 | 55
C/C(CC(=O)Nc1ccccn1)=N\NC(=O)c1cnccn1 | 2% | -0.5% | 14% | 2% | -1% | -4% | -0.2% | -1.2% | 0.5 | 52
COc1cc(Br)c(-c2sc(Nc3ccccc3)n[n+]2-c2ccc(F)cc2)cc1OC | -14% | -0.5% | -3% | . | 5% | -7% | 0.5% | 2.0% | 0.8 | 58
O=c1[nH]c2ccccc2c(O)c1-c1cc2ccccc2oc1=O | . | -0.1% | -10% | 5% | 2% | 6% | -0.2% | . | -0.7 | 43
COc1cccc(C2N(c3ccc(Cl)cc3)C(=O)C3CCCN32)c1 (stereo unspecified) | -1% | 1.9% | -9% | -2% | -4% | -10% | 1.2% | 2.8% | 3.7 | 46
COC(=O)COc1cccc(NC(=O)C(c2ccccc2)c2ccccc2)c1 | -11% | 1.7% | 11% | -1% | 9% | -8% | -0.1% | -0.1% | 1.2 | 58

7 entries from above, as a markdown table:
| SMILES | Dengue-2 NS5 capping | HIV fusion peptide | GPR35 arrestin U2OS | GPR55 LPI antagonism | SIAH1 antagonists | AID2073 | GPR55 beta-arrestin | K1F lysis inhibition | NTR1 agonist | NTR1 agonist cell count 20 µM |
| --- | --- | --- | --- | --- | --- | --- | --- | --- | --- | --- |
| COc1cc([N+](=O)[O-])ccc1Nc1nc(C)cc(C)n1 | -1% | 2.3% | 16% | 14% | 8% | 6% | 0.6% | -0.3% | -1.2 | 58 |
| CCOC(=O)COc1ccc(S(=O)(=O)N2CCN(c3ccc(F)cc3)CC2)cc1 | 3% | -2.5% | -8% | -4% | 4% | 0% | -0.1% | 7.5% | 2.7 | 55 |
| C/C(CC(=O)Nc1ccccn1)=N\NC(=O)c1cnccn1 | 2% | -0.5% | 14% | 2% | -1% | -4% | -0.2% | -1.2% | 0.5 | 52 |
| COc1cc(Br)c(-c2sc(Nc3ccccc3)n[n+]2-c2ccc(F)cc2)cc1OC | -14% | -0.5% | -3% | . | 5% | -7% | 0.5% | 2.0% | 0.8 | 58 |
| O=c1[nH]c2ccccc2c(O)c1-c1cc2ccccc2oc1=O | . | -0.1% | -10% | 5% | 2% | 6% | -0.2% | . | -0.7 | 43 |
| COc1cccc(C2N(c3ccc(Cl)cc3)C(=O)C3CCCN32)c1 (stereo unspecified) | -1% | 1.9% | -9% | -2% | -4% | -10% | 1.2% | 2.8% | 3.7 | 46 |
| COC(=O)COc1cccc(NC(=O)C(c2ccccc2)c2ccccc2)c1 | -11% | 1.7% | 11% | -1% | 9% | -8% | -0.1% | -0.1% | 1.2 | 58 |

Continued:
SMILES | Dengue-2 NS5 capping | HIV fusion peptide | GPR35 arrestin U2OS | GPR55 LPI antagonism | SIAH1 antagonists | AID2073 | GPR55 beta-arrestin | K1F lysis inhibition | NTR1 agonist | NTR1 agonist cell count 20 µM
C(=N\Nc1nc2ccccc2[nH]1)/c1ccc2c(c1)OCO2 | 12% | -4.7% | -6% | -6% | -4% | -7% | 0.7% | -0.7% | . | .
Cc1csc(SCC(=O)c2ccc(S(=O)(=O)N3CCOCC3)cc2)n1 | -2% | 1.8% | 1% | -8% | 3% | 22% | -1.0% | 1.9% | -1.2 | 84
CCn1c2ccccc2c2cc(NC(=O)CN(C)CC(=O)Nc3ccc(N4CCOCC4)cc3)ccc21 | 2% | -0.6% | -8% | 7% | -5% | 26% | 0.2% | -0.3% | 2.2 | 36
CCOCC(=O)Nc1cc(C(=O)Nc2ccccc2)ccc1Cl | -6% | -2.1% | -1% | 18% | 3% | 29% | -0.1% | 4.3% | -0.4 | 50
Cc1cc(-c2n[nH]c(=S)n2/N=C/C(Br)=C/c2ccccc2)n[nH]1 | 7% | 0.3% | -7% | -11% | -4% | -5% | 0.5% | -19% | . | .
O=C(COc1ccc(Cl)cc1Cl)N/N=C/c1ccc[nH]1 | -8% | 2.1% | 9% | 7% | -1% | -14% | 0.3% | 0.5% | 2.2 | 50
CN1C(=S)SC(/[N+]([O-])=C\c2ccccc2)C1(C)C (stereo unspecified) | -4% | -1.1% | -3% | 2% | -2% | 4% | 0.1% | 11% | -1.0 | 58
CC(=O)NCCNC(=O)c1oc2ccccc2c1CSc1ncn[nH]1 | 0% | 1.3% | 4% | 21% | 3% | 10% | -0.5% | 0.1% | -0.2 | 62
CCOC(=O)COc1cc(=O)n(CC)c2ccccc12 | 3% | 0.2% | -7% | 9% | 5% | -1% | 0.3% | 2.5% | 1.5 | 70
CCCOc1ccc(N2C(=O)CC(SC(=NCC)NCC)C2=O)cc1 (stereo unspecified) | -1% | 1.8% | -6% | 6% | 7% | -2% | -0.1% | 1.5% | 0.2 | 65
C=COCCn1c(=N)n(CCC)c2ccccc21 | -3% | -1.4% | 12% | 28% | 1% | 1% | -0.2% | 0.0% | 0.3 | 59
Cc1cc(C)c2[nH]c(=O)c(CN(CC3CCCO3)S(=O)(=O)c3ccc4c(c3)OCCO4)cc2c1 (stereo unspecified) | -3% | -1.2% | 1% | -12% | -2% | -16% | -0.2% | -2.0% | 2.0 | 46
COc1ccc(N2CCN(C(=O)c3oc4ccccc4c3NC(=O)Cc3cccc(OC)c3)CC2)cc1 | -6% | -1.2% | -4% | 3% | 13% | 2% | 0.1% | 0.4% | 1.3 | 71
CCN(C(=O)COc1ncnc2scc(-c3ccc(F)cc3)c12)C1CCS(=O)(=O)C1 (stereo unspecified) | -2% | -1.1% | 3% | -7% | 3% | 7% | 0.3% | 2.8% | -1.7 | 40
Cc1ccc(OCCn2cc(/C=C/C(=O)O)c3ccccc32)cc1 | 3% | 17% | -10% | -4% | 2% | 21% | 0.5% | 0.1% | 0.8 | 80
Cc1cc(=O)[nH]c(SC/C=C/c2ccccc2)n1 | -3% | -0.8% | 0% | 0% | 2% | 7% | -0.1% | 1.1% | -0.9 | 58
COc1ccccc1NC(=S)NCc1cccs1 | -1% | -0.6% | -6% | 10% | 11% | -11% | -0.3% | 3.7% | 3.2 | 35
Cc1ccc(-c2nc(SCC(=O)c3c(N)n(C)c(=O)n(C)c3=O)n[nH]2)cc1 | -5% | 0.9% | 2% | 4% | 0% | 35% | -0.5% | 0.0% | 1.1 | 55
COCCN(C(=O)CCC(=O)Nc1ccccn1)C(C(=O)NCCC(C)C)c1ccc(C)cc1 (stereo unspecified) | -5% | 0.2% | 10% | 8% | -2% | -2% | 0.2% | -0.3% | -0.9 | 46
COc1cc([C@H](Cc2ccccc2)NC(C)=O)oc(=O)c1 | 22% | 20% | -12% | 2% | 2% | 24% | 0.5% | 0.6% | -0.1 | 91
CC(=O)c1ccc(S(=O)(=O)NC2CCCCCCC2)cc1 | -5% | -0.7% | -18% | -4% | 3% | 7% | -0.2% | -0.6% | 1.7 | 43
COc1cc(C(=O)NC2CCN(CC(=O)NC3CCCCC3)CC2)cc(OC)c1OC | 0% | 1.7% | 9% | -7% | 0% | 6% | -0.1% | 1.5% | 23 | 49
CC(CO)Nc1nc(SCc2ccccc2)nc2sc3c(c12)CCC3 (stereo unspecified) | -3% | -1.0% | 10% | -5% | -2% | -33% | -0.1% | 0.2% | 26 | 68
CC(=O)N(C)c1ccc(OCC(O)COc2ccc(N(C)C(C)=O)cc2)cc1 | -10% | 3.1% | 7% | 3% | 3% | 2% | 0.2% | -1.1% | 0.5 | 70
